FBPA coupling cs = inhibits coupling enzyme system, counter-screen for aldolase hits; coupling enzyme system counterscreen, AmpLite Red fluorescence; activity change, negative = inhibition, % at 58.2 µM, hits read low; AID 2472; hit rate 0.67% among 290,000; in the data active means activity change below about -30%; further: on the % scale 0 is the no-effect control and ±100 the full control effect
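Fluorescence at 525 nm excitation and 598 nm emission measured inhibition of the coupled detection system without aldolase. Compounds (at 57.5 uM final) were preincubated 10 min at room temperature with coupling enzyme reagent before a 20 min substrate/AmpLite Red step.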
TCR activator = T cell receptor activation | primary human leukocytes, anti-CD3, IL-2 HTRF, 48 h | 330,000 tested, under 10 active | AID 504894 | Potency, µM (highest dose often 9.22 µM), for inactives: at the top dose activation of IL-2 secretion, hits mostly activators; further: % of control where 0% means no effect
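Readout: HTRF IL-2, Eu-cryptate/d2 antibody pair, 320nm excitation, 665nm emission. Stimulus: a-CD3 beads, no co-stimulation. Cells: primary human leukocytes. Exposure: 48 hr with compound.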
GALK inh = inhibitors of human galactokinase; P51570; Purified GALK, Kinase-Glo residual ATP luminescence; Potency, µM (doses to about 57.5 µM), for inactives: at the top dose activity change, negative = inhibition, most hits filed as inhibitors; hit rate 0.007% among 270,000; AID 1868; further: potency means the concentration at half of the fitted maximal effect; on the % scale 0 is the no-effect control and ±100 the full control effect
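Human GALK (5 nM) with 35 uM ATP and 100 uM galactose in 20 mM HEPES pH 8.0, 5 mM MgCl2, 60 mM NaCl, 1 mM DTT, 0.01% BSA. After 1 h at room temperature, leftover ATP was read by Kinase-Glo Plus luminescence.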
MLL CXXC-DNA inh = blocks binding of human MLL CXXC domain to DNA. Q03164. MLL-CXXC / FITC-HOXA9 DNA fluorescence polarization. Potency, µM (doses to about 115 µM), for the others: top-dose activity change, negative = inhibition, most hits filed as inhibitors. hit rate 0.037% among 290,000. AID 2662; active means well fitted inhibition curve with a large enough effect in the polarisation, with a control signal flat, not every such curve was filed as active; inconclusive means small, poorly fitted or top-dose-only effect, or effect the other way, or a change in a side signal; inactive means no such curve, though single readings can be large or run the other way; the % refers to the polarisation; further: potency means the concentration at half of the fitted maximal effect
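Purified MLL-CXXC (added from a 7 uM solution) was preincubated 5 min at ambient with pinned compounds in 50 mM Tris-HCl pH 7.5, 50 mM NaCl, 1 mM DTT, 0.05% BSA. Fluorescein-labeled HOX-A9 DNA (50 nM solution) followed, 30 min, then polarization read.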
Tb PFK inh = blocks T. brucei phosphofructokinase; O15648; T. brucei PFK, ADP-Glo luminescence; Potency, µM (series often up to 57.5 µM), without a hit: top-dose activity, negative = inhibition, hits mostly inhibitors; hit rate 0.17% among 330,000; AID 485367;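 further: potency means the concentration at half of the fitted maximal effect; 0% = uninhibited 1x PFK enzyme wells and -100% = no-enzyme wells; nearly all actives have a fitted effect of over 60% in size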
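ADP-Glo luminescence quantified ADP after 45 min at room temperature, with 1.25 nM T. brucei PFK, 0.1 mM ATP and 0.5 mM fructose-6-phosphate in pH 8.0 TEA buffer. qHTS titrations up to 57 µM; curves classified by quality.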
hERG WT inh = inhibitors of human wildtype KCNH2 potassium channel; AID 720551; Q12809; hit rate 0.37% among 340,000; activity change, % at 1.84 µM; U2OS, BacMam KCNH2, thallium flux FluxOr; stronger effect = lower value;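 active means maximum activity change below -70%; inconclusive means maximum activity change between -70% and -50%; inactive means maximum activity change above -50%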; further: on the % scale 0 is the no-effect control and ±100 the full control effect
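U2OS cells transduced with wild-type KCNH2 virus are loaded with FluxOr dye for 45 min, and thallium flux is measured in kinetic reads before and after stimulation buffer. Rate constants are normalized to DMSO controls.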
TSHR antag = blocks TSH signaling through the human TSH receptor; TSHR-expressing cells, TSH-stimulated cAMP HTRF, 2 h; stronger effect = lower value; hit rate 0.2% among 330,000; activity change, negative = inhibition, % at 11.5 µM; P16473;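 active means activity change below a set negative limit, meaning inhibition stronger than a set level, cut at about -70% in these data; inconclusive means activity change between two set negative limits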; further: on the % scale 0 is the no-effect control and ±100 the full control effect
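Cell-based HTRF cAMP assay; TSHR cells + compound, TSH EC80 (4nM final), 2 h, 37 deg C. Lysis with anti-cAMP cryptate and cAMP-d2, 30 min RT, read 665/620 nm.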
BCR signal inh = chronic active BCR signaling inhibition; ABC-DLBCL IkBa-CBG/CBR reporter, luminescence ratio, 4 h; hit rate 0.05% among 340,000; Potency, µM (series often up to 46.1 µM), without a hit: top-dose ratio change, negative = lower green/red ratio, usual class: inhibitors; active means well fitted inhibition curve with a large enough effect in the signal ratio, with a control signal flat, not every such curve was filed as active; inconclusive means small, poorly fitted or top-dose-only effect, or effect the other way, or a change in a side signal; the % refers to the signal ratio;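 further: potency means the concentration at half of the fitted maximal effect; plate controls were basal doxycycline-induced cells for no effect and cells given 10 µM MG132 for full effect; MG132 reads +100%, hits lower the ratio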
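Compounds up to 46 uM were incubated four hours with TMD8 cells whose green CBG68 luciferase is fused to IkappaBalpha; red CBR luminescence normalised the signal, and concentration-effect curves were fitted to fusion, red and ratio data.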
Giardia kill = kills Giardia lamblia. Giardia lamblia trophozoite viability. activity change, % at 7.66 µM, hits read low. hit rate 0.15% among 340,000; in the data active means activity change below about -80%; inconclusive means between about -30% and that limit;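 further: parasites exposed to compound for two days anaerobically before the ATP read; on the % scale 0 is the no-effect control and ±100 the full control effect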
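Anaerobic 48 hrs incubation at 37 deg C of 100 trophozoites/well with test compounds; ATPLite 1-Step luminescence, 15-30 min RT, reports cellular ATP as viability.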
AT treatment = potential ataxia-telangiectasia treatment | AID 485349 | […] A-T fibroblasts, KAP-1 phosphorylation AlphaLISA; neocarzinostatin DNA damage 30 min before lysis | Potency, µM (highest dose often 57.5 µM), for inactives: at the highest dose activation, usual class: activators | hit rate 0.19% among 320,000; further: potency means the concentration at half of the fitted maximal effect; % of control where 0% means no effect; nearly all actives have a fitted effect of over 45% in size
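hTERT-immortalized A-T patient fibroblasts ([…]), 500 cells/well in OPTI-MEM, 1% FBS, got compounds for 60 min, then NCS for 30 min at 37C. Lysates were then assayed for phospho-KAP-1 by AlphaLISA (anti-pKAP1 donor, anti-KAP1 acceptor beads), 6 hr at 25C.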
* marks the source's active call; other numbers are inactive results; ? = inconclusive; . = not tested or not shown; & = joins results of further samples; [ ] = another dose, or the depositor's remark. Unless noted, the call rests on the fitted dose curve; in most records, active means well fitted curve in the direction sought with a large enough effect; inconclusive means small, poorly fitted or top-dose-only effect, or another doubt; inactive means no such curve, though single readings can be large; an effect the other way counts as inactive or inconclusive.

SMILES	FBPA coupling cs	TCR activator	GALK inh	MLL CXXC-DNA inh	Tb PFK inh	hERG WT inh	TSHR antag	BCR signal inh	Giardia kill	AT treatment
CCCCOC(=O)c1cccc(NC(=O)CC)c1	1	3%[46.1 µM]	1%	-3%	0%	-9	10	-2%	-8	0%
CCOCC(=O)Nc1ncc(S(=O)(=O)c2ccc([N+](=O)[O-])cc2)s1	9	-1%	-2%	5%	-10%	-4	0	4%	-28	-4%
COC(=O)c1cc(S(=O)(=O)NCC2CCN(Cc3cccc(F)c3)CC2)c[nH]1	.	5%	-1%	-14%	-19%	36	41	9%	-5	17%
N#Cc1cccc(NC(=O)CSc2n[nH]c(=O)[nH]c2=O)c1	5	-5%	0%	8%	-2%	-2	-5	8%	22	-1%
Cc1ccc(C(=O)NC(=S)Nc2ccccc2C(F)(F)F)cc1	-2	-2%	2%	0%	-1%	-4	-2	-7%	-22	3%
CCCc1cc(O)c2c(C)cc(=O)oc2c1	3	-12%[46.1 µM]	-3%	-6%	-3%	-3	-1	-24%	-14	5%
Cc1ccccc1-c1noc(C23CC4CC(CC(C4)C2)C3)n1	-1	0%	0%	-6%	-4%	2	-2	13%	-14	.
CCOc1ccc(CNC(=S)N/N=C/c2ccc(OC)c(OC)c2)cc1	4	-2%[46.1 µM]	0%	11%	12%	-1	20	-17%	-7	1%
C=CCNC(=S)NNC(=O)c1ccc(OCC(C)C)cc1	-3	4%	0%	6%	0%	8	-9	?	9	1%
Cc1ccc(NC(=O)COC(=O)c2cc(Cl)ccc2[N+](=O)[O-])cc1	4	1%[46.1 µM]	-6%	4%	-2%	-1	-3	-4%	4	0%

The list goes on:
SMILES	FBPA coupling cs	TCR activator	GALK inh	MLL CXXC-DNA inh	Tb PFK inh	hERG WT inh	TSHR antag	BCR signal inh	Giardia kill	AT treatment
CCCc1ccc(OCC(O)CN2CCN(c3ccccc3)CC2)cc1 (stereo not given)	1	-3%&-4%	3%	-9%	-1%	9&5	-6	1%	-13&-8	-9%
COc1ccc(C)cc1NC(=O)C1CCN(S(=O)(=O)c2ccc3c(c2)C(C)(C)C(=O)N3C)CC1	4	1%	.	-9%	8%	19	22	0%	-14	-8%
CCCCN(Cc1cc2ccccc2[nH]c1=O)C(=O)c1ccccn1	-15	6%	1%	-7%	-6%	2	-8	4%	-1	.
Cc1ccc(N2C(=O)C3C4C=CC(CNC(=S)Nc5cccc(Cl)c5)(O4)C3C2=O)cc1 (stereo not given)	1	-1%[46.1 µM]	0%	14%	8%	10	-2	0%	1	12%
Cc1nc2ccc(S(=O)(=O)NC(C(=O)NCc3ccco3)C(C)C)cc2s1 (stereo not given)	6	-4%	0%	1%	-6%	7	7	-21%	-26	-13%
O=C(O)CCC(=O)OCCc1cc2ccccc2c(=O)o1	.	-3%	.	.	1%	-2	-7	?	-13	2%
CSCCC(NS(=O)(=O)c1cccs1)C(=O)NCc1ccc(C)cc1 (stereo not given)	0	0%[46.1 µM]	.	-9%	0%	2	-2	0%	10	1%
CCCn1c(C(C)Nc2nc(-c3ccc(Cl)c([N+](=O)[O-])c3)cs2)nc2ccccc21 (stereo not given)	-5	3%	.	-3%	2%	7	-6	0%	-9	6%
COc1ccccc1CNC(=O)CCCn1c(=O)c2ccccc2n(CC(=O)NC2CCCC2)c1=O	.	-6%	-2%	-3%	-2%	2	20	0%	15	1%
S=C(Nc1ccc(Nc2ccccc2)cc1)NN1CCOCC1	1	3%	-4%	-1%	1%	-24	3	-7%	2	8%

Some of these compounds in order of the TSHR antag value, largest number first.
Molecule | TSHR antag
COC(=O)c1cc(S(=O)(=O)NCC2CCN(Cc3cccc(F)c3)CC2)c[nH]1 | 41
CCOCC(=O)Nc1ncc(S(=O)(=O)c2ccc([N+](=O)[O-])cc2)s1 | 0
O=C(O)CCC(=O)OCCc1cc2ccccc2c(=O)o1 | -7

One compound at a time (already shown). Screens in order: FBPA coupling cs | TCR activator | GALK inh | MLL CXXC-DNA inh | Tb PFK inh | hERG WT inh | TSHR antag | BCR signal inh | Giardia kill | AT treatment
O=C(O)CCC(=O)OCCc1cc2ccccc2c(=O)o1 in the list: . | -3% | . | . | 1% | -2 | -7 | ? | -13 | 2%
S=C(Nc1ccc(Nc2ccccc2)cc1)NN1CCOCC1 in the list: 1 | 3% | -4% | -1% | 1% | -24 | 3 | -7% | 2 | 8%

Other structures:
Abbreviations – A = FBPA coupling cs; B = TCR activator; C = GALK inh; D = MLL CXXC-DNA inh; E = Tb PFK inh; F = hERG WT inh; G = TSHR antag; H = BCR signal inh; I = Giardia kill; J = AT treatment
structure: CCOc1ccc(NC(=O)COc2ccc(OC)cc2)cc1
  A = -1; B = -2%; C = -1%; D = 1%; E = 2%; F = .; G = 19; H = ?; I = 6; J = 0%
structure: Cc1cc(/C=C(\C#N)C(=O)NCc2ccco2)c(C)n1-c1ccc(C(=O)O)cc1
  A = 0; B = 0%; C = 1%; D = 13%; E = 0%; F = 0; G = 2; H = 0%; I = 12; J = 2%
structure: Cc1ccc(CCNC(=O)CS(=O)Cc2nc(-c3cccs3)oc2C)cc1 (stereo not given)
  A = -1; B = -1%; C = -2%; D = -6%; E = 2%; F = -5; G = -2; H = 3%; I = -1; J = -7%
structure: Cc1ccc(CN(C)C(=O)c2ccc3c(c2)NC(=O)CS3)o1
  A = 0; B = 1%; C = 0%; D = 2%; E = 0%; F = 7; G = -4; H = -1%; I = -6; J = -3%
structure: CCC(=O)Nc1ccc2nc(C)n(Cc3ccccc3Cl)c(=O)c2c1
  A = 0; B = 3%[46.1 µM]; C = 0%; D = 10%; E = -1%; F = -22; G = 12; H = ?; I = 1; J = -1%
structure: CC(=O)Nc1cccc(C(=O)/C=C/c2ccc(C)cc2)c1
  A = 0; B = -5%[46.1 µM]; C = -2%; D = 15%; E = 0%; F = 1; G = -11; H = ?; I = -5; J = ?
structure: COc1ccc(C2=NOC3(CC(=O)N(c4ccc(Cl)cc4)C3=O)C2)c(OC)c1 (stereo not given)
  A = .; B = -5%; C = 0%; D = 14%; E = 0%; F = 0; G = 5; H = -15%; I = -12; J = -3%
structure: CCCNc1nc(N2CCCC2)nc(N2CCCC2)n1
  A = 2; B = -1%; C = 12%; D = 1%; E = -2%; F = 5; G = 7; H = 8%; I = -1; J = -4%
structure: Cc1ccnc(NC(=O)c2cc(S(=O)(=O)N3CCCCC3)ccc2Cl)c1
  A = 1; B = -2%; C = 1%; D = -17%; E = 3%; F = -4; G = 4; H = -2%; I = -20; J = .
structure: O=C(Nc1ccccc1C(=O)N1CCOCC1)C1COc2ccccc2O1 (stereo not given)
  A = -2; B = 8%; C = 0%; D = 0%; E = -9%; F = 42; G = 3; H = 0%; I = 41[activator]; J = -1%
structure: CCCCC(CC)CNC(=O)CN(C)S(=O)(=O)c1cccc2nsnc12 (stereo not given)
  A = 1; B = -1%; C = -2%; D = -9%; E = -2%; F = 2; G = 20; H = 0%; I = 19; J = 17%
structure: Cc1nn(Cc2cccc(C(=O)Nc3ccn(Cc4c(F)c(F)cc(F)c4F)n3)c2)c(C)c1[N+](=O)[O-]
  A = -2; B = -1%; C = 3%; D = 6%; E = -1%; F = 10; G = -8; H = -8%; I = -2; J = -3%
structure: N#CC1=C(Nc2ccc(Br)cc2)CCC1
  A = -1; B = -3%; C = 2%; D = 6%; E = -11%; F = 11; G = -3; H = -9%; I = 8; J = 0%
structure: CCCn1c(SCC(=O)Nc2cc(Cl)ccc2Cl)n[nH]c1=O
  A = 0; B = -1%; C = -2%; D = 1%; E = -6%; F = -5; G = -1; H = 3%; I = 3; J = -9%
structure: O=C(Nc1c2c(nn1-c1ccccc1)CS(=O)(=O)C2)c1ccco1
  A = .; B = 0%; C = -7%; D = -5%; E = 3%; F = -6; G = -3; H = -1%; I = 4; J = 3%
structure: CN=C(Nc1ccc(C(=O)OC)s1)c1ccc(Cl)cc1
  A = 1; B = 6%; C = 9%; D = 1%; E = -3%; F = -5; G = 14; H = ?; I = -23; J = -2%
structure: CC(C)(ONC(=O)Nc1ccccc1Cl)C(=O)O
  A = 0; B = -11%; C = 1%; D = -1%; E = -7%; F = -5; G = 23; H = 11%; I = 16; J = 8%
structure: CC(C)OC(=O)CC(=O)CSc1nc2c(cc1C#N)CCCC2
  A = 0; B = 2%; C = 0%; D = ?; E = .; F = 1; G = .; H = .; I = 14; J = .
